Source: PubChem BioAssay
DRD3 antagonist: blocks the human D3 dopamine receptor | P35462 | max response, negative = inhibition, % | 360,000 tested, 2.5% active | D3R cells, DiscoveRx beta-arrestin luminescence, antagonist mode; active compounds read low; in the data active means max response below about -50%; inconclusive means no clear call, values can overlap the other calls; further: on the % scale 0 is the no-effect control and ±100 the full control effect; mostly tested at two doses, the higher about 12 µM
Target sequence (P35462 whole entry, looked up): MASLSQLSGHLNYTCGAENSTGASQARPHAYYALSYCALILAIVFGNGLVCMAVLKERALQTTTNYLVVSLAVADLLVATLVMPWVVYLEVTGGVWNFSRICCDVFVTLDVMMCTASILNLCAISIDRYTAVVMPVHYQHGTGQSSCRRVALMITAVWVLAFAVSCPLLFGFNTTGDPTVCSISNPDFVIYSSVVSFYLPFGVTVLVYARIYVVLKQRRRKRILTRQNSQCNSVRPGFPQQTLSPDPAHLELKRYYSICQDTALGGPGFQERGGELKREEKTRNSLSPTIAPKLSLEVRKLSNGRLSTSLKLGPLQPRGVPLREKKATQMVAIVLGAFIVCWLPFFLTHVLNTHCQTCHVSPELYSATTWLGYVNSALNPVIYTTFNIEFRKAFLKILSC
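Cells plated overnight at 1500 cells/well, then exposed to library compounds with dopamine controls for 90 minutes at 37 degrees C. DiscoveRx reagent added for 30–60 minutes at room temperature; luminescence read, quantitative HTS format.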
PLK1 PBD inh: PLK1 (human) polo-box domain binding inhibition. P53350. Plk1 PBD binding of FITC phosphopeptide, fluorescence polarization. Potency, µM, inactives show max response, negative = inhibition, most hits filed as inhibitors. 360,000 tested, 2.8% active. AID 720504; further: potency means the concentration at half of the fitted maximal effect; series mostly up to about 57 µM; on the % scale 0 is the no-effect control and ±100 the full control effect; nearly all actives have a fitted effect of over 65% in size
GLP1R inv ag: GLP-1 receptor (human) inverse agonism. P43220. HEK293 GLP-1R CRE-luciferase, luminescence, 24 h; GLP-1R form is constitutively active. Potency, µM (top dose mostly 38.3 µM), for the others: top-dose activity change, negative = inhibition, actives largely listed as inhibitors. 410,000 tested, 1.6% active; further: potency means the concentration at half of the fitted maximal effect; on the % scale 0 is the no-effect control and ±100 the full control effect; nearly all actives have a fitted effect of over 55% in size
Target sequence (P43220 whole entry, looked up): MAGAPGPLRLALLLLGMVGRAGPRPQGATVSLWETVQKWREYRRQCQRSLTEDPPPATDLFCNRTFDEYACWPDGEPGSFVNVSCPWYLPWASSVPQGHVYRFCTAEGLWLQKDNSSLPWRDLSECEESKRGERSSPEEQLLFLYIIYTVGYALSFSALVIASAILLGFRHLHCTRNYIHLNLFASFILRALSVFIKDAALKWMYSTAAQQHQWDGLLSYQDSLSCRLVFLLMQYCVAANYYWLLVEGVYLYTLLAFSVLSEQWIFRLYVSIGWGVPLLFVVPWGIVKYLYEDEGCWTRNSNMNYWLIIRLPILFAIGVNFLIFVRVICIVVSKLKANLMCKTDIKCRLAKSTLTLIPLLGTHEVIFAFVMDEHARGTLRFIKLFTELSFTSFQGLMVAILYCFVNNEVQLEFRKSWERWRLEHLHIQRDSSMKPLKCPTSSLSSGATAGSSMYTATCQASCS
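GLP-1R inverse agonism mode: basal reporter luminescence in engineered HEK293 cells measured after one day of compound exposure at 37 deg C, with a 12 min room-temperature detection step.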
GLP-1R agonist: agonists of human GLP-1 receptor; HEK293 GLP-1R CRE-luciferase, luminescence, 4-6 h; cells express a hypersensitive GLP-1R form; AID 624172; Potency, µM (series often up to 45.6 µM), for inactives: top-dose activation, most hits filed as activators; 380,000 tested, 0.007% active; P43220; further: potency means the concentration at half of the fitted maximal effect; % of control where 0% means no effect
WRN inhibitor: blocks human WRN helicase; WRN helicase unwinding, fluorescent forked duplex, kinetic; Potency, µM (highest dose often 114 µM), inactives show at the top dose activity change, negative = inhibition, hits mostly inhibitors; 360,000 tested, 0.46% active; further: potency means the concentration at half of the fitted maximal effect; on the % scale 0 is the no-effect control and ±100 the full control effect; nearly all actives have a fitted effect of over 55% in size
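WRN at 20 nM final was preincubated with compound for 15 min at room temperature; reaction started with 100 nM forked duplex oligonucleotide carrying fluorophore and quencher plus 2 mM ATP (final). Unwinding followed kinetically by red fluorescence (ex 525/em 598 nm).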
IL2 activator: activates IL-2 in a cell-based reporter assay; AID 652025; 360,000 tested, 0.065% active; activation, % (series mostly up to about 46 µM); IL-2 activation reporter assay, cell-based qHTS; stimulated with anti-CD3/CD4/CD28 beads; in transgenic mouse T cells; in the data active means activation above about 50%; inconclusive means mostly about 30% to 49%; further: 0% is about no effect
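Unstimulated transgenic mouse T cells, 750 per well, received compound and, after 60 minutes, anti-CD3/anti-CD4 bead plus anti-CD28 stimulation. EGFP and DsRed were quantified after 18 hours.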
PI5P4Ka inh: inhibitors of human PI5P4K alpha; max response, %; AID 652105; P48426; PI5P4Kalpha enzyme, ADP-Glo luminescence, 60 min; active compounds read low; 330,000 tested, 1.2% active; active means max response of -50% or lower; inconclusive means between -30% and -50%; inactive means -30% or higher; further: value at the top dose of about 77 µM; on the % scale 0 is the no-effect control and ±100 the full control effect
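ADP-Glo luminescence end-point after a 60 min room-temperature kinase reaction. PI5P4Kalpha and substrate in HEPES pH 7.4 buffer with EGTA, 0.1% CHAPS and 5% DMSO; ATP at 5 microM final.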
HEK293 tox: cytotoxic in the GLP-1 receptor inverse agonist counter-screen; HEK293 cAMP-luciferase reporter cells, luminescence, 24 h; Potency, µM (doses to about 38.3 µM), for the others: at the top dose activity change, negative = inhibition, actives largely listed as inhibitors; 410,000 tested, 0.13% active; AID 624418;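 further: loss of luciferase light is scored as toxicity; potency means the concentration at half of the fitted maximal effect; on the % scale 0 is the no-effect control and ±100 the full control effect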
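Cells in DMEM/10% Nu serum/1% pen-strep, 1536-well format. Pre-incubated 12 h, dosed with 23 nL compound, incubated a further 24 h. Luciferase detection, 12 min at room temp, luminescence.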
DRD3 agonist: D3 dopamine receptor (human) agonism. P35462. D3R DiscoveRx beta-arrestin cells, luminescence, 90 min. max activation, %. 410,000 tested, 0.58% active; in the data active means max activation above about 30%; further: 0% is about no effect; mostly tested at two doses, the higher about 12 µM
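Cells at 1500/well, incubated overnight, then treated with pinned compounds (dopamine as control) for 90 min at 37 degrees C. DiscoveRx reagent added for 30 - 60 minutes at room temperature; luminescence read.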
* = called active by the depositor; ? = inconclusive; . = no result given; & = joins results of further samples; [ ] = another dose, or the depositor's remark. Unless noted, the call rests on the fitted dose curve; in most records, active means well fitted curve in the direction sought with a large enough effect; inconclusive means small, poorly fitted or top-dose-only effect, or another doubt; inactive means no such curve, though single readings can be large; an effect the other way counts as inactive or inconclusive.

SMILES | DRD3 antagonist | PLK1 PBD inh | GLP1R inv ag | GLP-1R agonist | WRN inhibitor | IL2 activator | PI5P4Ka inh | HEK293 tox | DRD3 agonist
CS(=O)(=O)N(Cc1ccccc1)c1ccc(C(=O)NCc2cccnc2)cc1 | 1 | -6% | 3% | -1% | 5% | -1.2 | 2 | -8% | 4
Cc1ccccc1-n1c(Cn2c(=O)sc3ccccc32)nnc1SCC(=O)NCC1CCCO1 (stereo unspecified) | 15 | 21µM* | -18% | 9% | -2% | 5.4 | -5 | -12% | -2
COc1cccc(CN2CC(C(=O)N3CCN(c4ccc(Cl)cc4)CC3)CCC2=O)c1 (stereo unspecified) | 11 | -10% | -14% | -5% | -22% | 4.3 | 7 | -1% | 0
NC1=NC[C@H](Cc2ccccc2)N1CC1CCCCC1 | 5 | -1% | -4% | 9% | 1% | -0.3 | 0 | 5% | 1
CC(C)CN1CC(C(=O)O)CC1=O (stereo unspecified) | -15 | -7% | 7% | 1% | 1%[57.1 µM] | 1.2 | 0 | 6% | 2
CNC(=O)c1nc(C)n(-c2cc(Cl)cc(Cl)c2)n1 | 20 | -4% | -21% | -7% | 1% | -1.9 | . | -9% | 4
c1ccc2nc3c(nc2c1)CCCC3 | 0 | -5% | 17% | 6% | 2% | 0.6 | -3 | -15% | -1
COc1ccccc1/C=C/C(=O)OCC(=O)NCc1ccco1 | 38 | -9% | 8% | -1% | -6% | -0.4 | -28 | -25% | -10
Cc1c(C)c2ccc(OC(C)C(=O)NCCN3CCOCC3)c(C)c2oc1=O (stereo unspecified) | -12 | -4% | 115%[activator] | 16% | 0% | -1.2 | 2 | 0% | -2
O=C1C=CC(=O)N1c1cccc(-c2ccccc2)c1 | ? | 2.7µM* | ? | 0% | 32µM* | -0.3 | ? | 13µM* | -26
Cc1cccc(NC(=O)CSc2cc(C(=O)c3nccn3C)c3ccccc3n2)c1 | 1 | -4% | 10% | 4% | -25%[57.1 µM] | -1.6 | -4 | -20% | -6
C/C(=N/NC(=O)CNS(=O)(=O)c1ccccc1)c1ccc(Br)cc1 | 2 | -1% | 1% | 17% | 0% | -0.6 | 50 | 26% | -6
COCCCNC(=O)c1cccs1 | -6 | -5% | 4% | -2% | 10% | -0.5 | 3 | -11% | 1
Cc1ccc(O)c(NC(=O)c2noc3c2CCc2ccccc2-3)c1 | -3 | -4% | 27% | 2% | -2% | -0.3 | -2 | -14% | -1
Oc1ccc(Nc2nc(NCC3CCCO3)c3ccccc3n2)cc1 (stereo unspecified) | -8 | 5% | ? | -8% | 35µM* | -3.8 | -4 | ? | -5
CC(CC(=O)NCc1ccc(Cl)cc1Cl)CC1=NS(=O)(=O)c2ccccc2N1 (stereo unspecified) | . | . | -26% | -1% | . | . | . | 4% | 1
N#CC1(NC(=O)CSc2nc3ccc([N+](=O)[O-])cc3s2)CCCCC1 | -4 | -6% | ? | -2% | 10% | -6.3 | -24 | -6% | -6
CC(=O)c1c(C)[nH]c(C(=O)OCC(=O)c2c(N)n(CC(C)C)c(=O)n(C)c2=O)c1C | 31 | -9% | -1% | 23% | -5% | -0.6 | 3 | -5% | 2
Cc1nc2ccccn2c1C(=O)NNS(=O)(=O)c1ccc(Cl)cc1 | 28 | -13% | -15% | 7% | 3% | -0.4 | -3 | -12% | -1
O=C(O)CCCC(=O)N1CCN(c2nc(-c3ccccc3Cl)c3cc(Br)ccc3n2)CC1 | 11 | -26% | 13% | -3% | -5% | 9.9 | 2 | 9% | -8
COc1cc(/C=N/Nc2nncc3ccccc23)cc(OC)c1OC | 19 | -3% | 7% | 0% | -11% | -3.0 | -7 | ? | 3
CCC(C)(C(=O)NC1CCCC1)N(Cc1ccco1)C(=O)c1ccccn1 (stereo unspecified) | 10 | 1% | 11% | 0% | -1% | 3.0 | . | -4% | 4
Cc1cc(=O)oc2cc(OCC(=O)N3CC[C@@]4(O)CCCC[C@H]4C3)ccc12 | 4 | 2% | 13% | -3% | 9% | 0.3 | -9 | 1% | -6
CCOC(=O)/C(C#N)=C/c1ccc(OCC(=O)Nc2ccccc2)c(OC)c1 | 13 | -5% | 9% | 3% | 4%[57.1 µM] | 1.1 | -4 | -11% | -1
CSc1ncccc1C(=O)NNC(=O)c1csc(N2CCOCC2)n1 | 4 | -11% | -3% | -2% | 12% | 0.2 | 2 | 1% | 3
Cc1ccc(S(=O)(=O)N2CCN(C)CC2)cc1-c1nnc2c3ccccc3c(C)nn12 | -21 | 0% | 114%[activator] | ? | 18% | -2.3 | . | -14% | 3
Clc1ccc2nc(-c3ccc(Br)o3)c(Nc3ccc4c(c3)OCCO4)n2c1 | . | . | 2% | 6% | . | . | . | 6% | 2
CCCn1c(N2CCN(CC(=O)c3c[nH]c4ccccc34)CC2)nc2c1c(=O)[nH]c(=O)n2C | 1 | 2% | 32%[activator] | 4% | -2% | -1.9 | -19 | -23% | 3
COc1ccc(CC(=O)Nc2c(C(=O)N3CCN(c4ccccc4)CC3)oc3ccccc23)cc1OC | 4 | -5% | 7%&8% | 4% | -2% | -4.4 | 3 | -4%&16% | 1&0
O=C(CSc1ccccn1)Nc1ccc2c(c1)C(=O)c1ccccc1C2=O | 44 | 0% | 57%[activator] | 29% | 40µM* | 0.3 | -21 | 78%[activator] | 16
COCCN(CCOC)S(=O)(=O)c1ccc(C(=O)Nc2nnc(C)o2)cc1 | 16 | -20% | 4% | -7% | 17% | 2.1 | -1 | -8% | -3
O=C(CCC(=O)c1cccs1)OCC(=O)N1CCN(S(=O)(=O)c2ccccc2)CC1 | 12 | 2% | -4% | -7% | 11% | -1.8 | -3 | 3% | 4
Cc1ccc(S(=O)(=O)NCCCCCC(=O)NCCc2ccccc2)cc1 | 55 | 3% | 3% | -6% | -7% | -0.7 | -3 | -14% | -1
CCc1ccc(C2c3[nH]c4ccccc4c3CCN2C(=O)c2cc[n+]([O-])cc2)cc1 (stereo unspecified) | -19 | -4% | ? | 3% | -5% | 1.0 | 4 | ? | -11
COc1ccc(CNCCNC(=O)c2cccs2)c(OC)c1OC | -10 | -1% | 11% | 4% | 2% | -0.3 | 5 | 1% | -1
COc1ccc(OC)c(NC(=O)C2CC(=O)N(c3ccc(Br)cc3)C2)c1 (stereo unspecified) | -16 | -8% | -28% | 3% | 1% | -0.6 | -3 | -16% | 1
CCOC(=O)[C@]12Cc3c(cc(OC)c(OC)c3OC)[C@H]1N(Cc1ccccc1)C(=O)c1cc(F)c(F)cc12 | 7 | ? | ? | -21% | -3% | 0.1 | 6 | 0% | 5
COC(=O)c1cc(C(=O)N2CCN(c3ncccn3)CC2)cc([N+](=O)[O-])c1 | 1 | -19% | 0% | 7% | 6% | -0.6 | 2 | -5% | -7
O=C(CSC1=NCCN1)C1COc2ccccc2O1 (stereo unspecified) | 15 | -13% | 3% | -14% | -4% | -1.0 | . | 3% | 0
Cc1cc(C)cc(OCC(=O)NC2CCCc3ccccc32)c1 (stereo unspecified) | -17 | -11% | ? | 10% | 4% | -4.7 | -2 | 16% | 2
O=C(NCc1ccco1)c1ccc(-c2ccc(Cl)cc2)o1 | 0 | -12% | ? | 31% | -3% | -0.9 | 7 | -27% | -6
CNC(=S)c1cc(C(C)(C)C)c(O)c(C(C)(C)C)c1 | -22 | -4% | ? | -3% | -9% | -2.7 | 7 | 2% | -14
COCc1nnc(NC(=O)c2cc(C(=O)OC)cc([N+](=O)[O-])c2)s1 | -3 | -15% | 8% | -8% | -1% | 0.5 | 6 | -11% | 3
COc1cc(S(=O)(=O)Nc2c(C)cc(C)cc2C)ccc1Cl | -14 | -4% | 0% | -5% | 3% | -2.1 | . | -5% | -45
COc1ccc(C(=O)N/N=C(\CCC(=O)O)c2ccc(C(C)(C)C)cc2)cc1OC | -8 | -4% | -8% | 7% | 9% | 2.1 | -8 | 12% | -5
CCOC(=O)c1ccc(NC(=O)c2cccnc2)cc1 | 3 | -14% | 12% | 8% | -2% | 1.0 | 0 | 4% | 0
Cc1cc2nc(C3CCCCC3)c(CC(C)(C)C)n2c(C)c1Br | 19 | 5% | 3% | -6% | 2% | -0.8 | 5 | 0% | 7
CCOC(=O)C1=C(C(F)(F)F)Nc2ncnn2C1c1cccc(OC)c1OC (stereo unspecified) | 4 | -5% | 0%&0% | -2% | -11% | 0.1 | 6 | -6%&-4% | 3&2
CC(C)CNC(C(=O)Nc1ccc([N+](=O)[O-])cc1Br)c1ccccc1 (stereo unspecified) | 2 | -9% | ? | 4% | -5% | -1.7 | -2 | 9% | 3
COCCNC(=O)C1CCCN(C(=O)Cc2cccc3ccccc23)CC1 (stereo unspecified) | -102* | -5% | 6% | 1% | -4% | -0.2 | 4 | 7% | -11

The closing two entries of the part above lead into the next:
SMILES | DRD3 antagonist | PLK1 PBD inh | GLP1R inv ag | GLP-1R agonist | WRN inhibitor | IL2 activator | PI5P4Ka inh | HEK293 tox | DRD3 agonist
CC(C)CNC(C(=O)Nc1ccc([N+](=O)[O-])cc1Br)c1ccccc1 (stereo unspecified) | 2 | -9% | ? | 4% | -5% | -1.7 | -2 | 9% | 3
COCCNC(=O)C1CCCN(C(=O)Cc2cccc3ccccc23)CC1 (stereo unspecified) | -102* | -5% | 6% | 1% | -4% | -0.2 | 4 | 7% | -11
O=C(N/N=C/C=C\c1ccccc1[N+](=O)[O-])c1cc(-c2ccccc2)nc2ccccc12 | -16 | -11% | 9% | -4% | ? | 0.7 | 3 | -8% | -7
Fc1ccccc1/C=N/Nc1ccc(Cl)nn1 | 7 | 1% | 37%[activator] | 8% | -4% | -3.2 | 2 | -19% | 4
COC(=O)C1CCN(C(=O)COC(=O)c2cc(S(=O)(=O)N3CCOCC3)ccc2C)CC1 | -6 | 2% | 6% | 14% | -11% | 0.2 | -3 | -16% | 1
COC(=O)c1ccc2nc(-c3ccc(F)cc3)c(CC3CCCCC3)n2c1 | 8 | 2% | ? | -3% | 0% | -0.7 | 2 | 6% | -1
C=C(C)CSc1nnc(-c2ccc(OC)c(OC)c2)n1N | 7 | 0% | -2% | 20% | -8% | -1.3 | -4 | 12% | -16
Brc1cccc(OCCN2CCc3ccccc3C2)c1 | -73* | -2% | ? | 1% | -4% | -1.1 | 8 | 1% | 8
